# FUS suppressor: rescues growth of FUS-expressing yeast; S. cerevisiae FUS-expressing, growth rescue, OD600, 24 h; AID 1347120; 390,000 compounds, 0.24% hits; Potency, µM (top dose mostly 76.6 µM), without a hit: at the top dose growth rescue (activation), most hits filed as activators;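 note: potency is the fitted concentration of half-maximal effect; plate controls were DMSO vehicle for no effect and reference control for full effect; nearly all actives have a fitted effect of over 55% in size; some results filed as inactive show a strong effect at the top dose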
#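 Compound concentration series was pinned onto galactose-induced FUS-expressing yeast seeded at OD 0.005. Plates sat 24hr at 30C; absorbance at 600 nm gave growth. DMSO served as background control.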
# TDP-43 yeast inh: rescues yeast growth from TDP-43 toxicity; 410,000 compounds, 1.8% hits; Potency, µM (top dose mostly 46.1 µM), for the others: at the highest dose growth rescue (activation), hits mostly activators; TDP-43 expressing yeast growth rescue, BacTiter-Glo, 24 h; AID 652104; note: potency is the fitted concentration of half-maximal effect; % of control where 0% means no effect; nearly all actives have a fitted effect of over 50% in size
#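 Cell-based yeast growth screen: TDP-43 expression induced in galactose, inoculum OD600=0.02 after raffinose pregrowth to mid-log. Read-out BacTiter-Glo luminescence at 24 hr, 30 deg C; inhibition of toxicity seen as signal increase.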
# pAkt inh: inhibitors of Akt phosphorylation; AID 651550; Neuro2A IGF-stimulated pAkt S473 HTRF, 20 min; active compounds read low; activity change, % for hits at 50 µM; 360,000 compounds, 0.32% hits; in the data active = activity change below about -80%; inconclusive = mostly about -51% to -80%; note: % is set by controls: 0 for no effect and ±100 for the full control effect
#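 Single-point screen (50 µM final compound) in Neuro2A cells stimulated 20 min with 6 nM IGF at 37 deg C. After lysis, Ser473-phosphorylated Akt read by HTRF (ex 330 nm, em 615/665 nm) as the 665/615 ratio.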
# GLP1R inv ag: inverse agonists of human GLP-1 receptor | 410,000 compounds, 1.6% hits | P43220 | Potency, µM (series often up to 38.3 µM), for inactives: at the top dose activity change, negative = inhibition, usual class: inhibitors | HEK293 GLP-1R CRE-luciferase, luminescence, 24 h; GLP-1R form is constitutively active; note: potency is the fitted concentration of half-maximal effect; % is set by controls: 0 for no effect and ±100 for the full control effect; nearly all actives have a fitted effect of over 55% in size
# Target sequence (P43220 whole entry, looked up): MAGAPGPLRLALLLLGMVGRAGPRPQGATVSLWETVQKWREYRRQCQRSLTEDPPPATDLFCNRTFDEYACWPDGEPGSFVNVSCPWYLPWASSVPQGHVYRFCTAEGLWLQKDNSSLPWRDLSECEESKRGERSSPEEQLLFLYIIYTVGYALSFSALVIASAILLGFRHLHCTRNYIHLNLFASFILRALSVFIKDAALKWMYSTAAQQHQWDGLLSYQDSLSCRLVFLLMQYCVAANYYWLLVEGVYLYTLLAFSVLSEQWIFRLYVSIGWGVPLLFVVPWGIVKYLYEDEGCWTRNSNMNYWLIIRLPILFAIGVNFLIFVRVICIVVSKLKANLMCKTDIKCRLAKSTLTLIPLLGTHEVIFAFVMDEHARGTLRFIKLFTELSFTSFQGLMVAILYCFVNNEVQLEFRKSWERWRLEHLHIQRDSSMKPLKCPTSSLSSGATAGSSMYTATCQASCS
#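 Constitutively active GLP-1R drives a cAMP-responsive luciferase in stably transfected HEK293 cells; test compounds are added after overnight (12 h) attachment and left 24 hr, and signal loss in luminescence marks inhibition.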
# Abeta rescue: A-beta toxicity reversal in yeast; Potency, µM (titrated, usually from 46.1 µM), for the others: at the top dose growth rescue, actives largely listed as activators; AID 1347071; yeast expressing A-beta42, growth rescue, OD600, 48 h; response scale: 0% DMSO, 100% iron-clioquinol control; 410,000 compounds, 0.063% hits; note: potency is the fitted concentration of half-maximal effect; nearly all actives have a fitted effect of over 55% in size
#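 Growth rescue measured by 600 nm absorbance after 48 h yeast culture at 30 C with compound. Values normalized between DMSO and an equimolar ferric chloride plus clioquinol control.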
# aSyn yeast inh: rescues yeast growth from alpha-synuclein toxicity. Yeast expressing alpha-synuclein, growth rescue, BacTiter-Glo, 24 h. Potency, µM (doses to about 46.1 µM), inactives show at the highest dose growth rescue (activation), most hits filed as activators. 370,000 compounds, 0.14% hits. AID 652106; note: potency is the fitted concentration of half-maximal effect; % of control where 0% means no effect; nearly all actives have a fitted effect of over 65% in size
#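 Rescue of yeast growth: cells expressing toxic alpha-synuclein, induced in galactose at OD600 0.02, incubated with compound 24 h at 30 C. ATP luminescence quantified growth; inhibitors of toxicity appear as activators.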
# GLP1R ag: GLP-1 receptor (human) agonism; HEK293 GLP-1R CRE-luciferase, luminescence, 4-6 h; cells express a hypersensitive GLP-1R form; Potency, µM (top dose mostly 45.6 µM), without a hit: top-dose activation, most hits filed as activators; 380,000 compounds, 0.007% hits; note: potency is the fitted concentration of half-maximal effect; % of control where 0% means no effect
# PTHR1 agonist: activates the human parathyroid hormone receptor PTHR1 | Q03431 | HEK293 GP2 PTHR1 cells, GloSensor cAMP luminescence, 1 h | Potency, µM (top dose mostly 115 µM), without a hit: at the highest dose activation, usual class: activators | 410,000 compounds, 0.075% hits | AID 743266; note: potency is the fitted concentration of half-maximal effect; nearly all actives have a fitted effect of over 55% in size; some results filed as inactive show a strong effect at the top dose; inactives centre near -15; many of its hits are not listed in these tables
# Target sequence (Q03431 whole entry, looked up): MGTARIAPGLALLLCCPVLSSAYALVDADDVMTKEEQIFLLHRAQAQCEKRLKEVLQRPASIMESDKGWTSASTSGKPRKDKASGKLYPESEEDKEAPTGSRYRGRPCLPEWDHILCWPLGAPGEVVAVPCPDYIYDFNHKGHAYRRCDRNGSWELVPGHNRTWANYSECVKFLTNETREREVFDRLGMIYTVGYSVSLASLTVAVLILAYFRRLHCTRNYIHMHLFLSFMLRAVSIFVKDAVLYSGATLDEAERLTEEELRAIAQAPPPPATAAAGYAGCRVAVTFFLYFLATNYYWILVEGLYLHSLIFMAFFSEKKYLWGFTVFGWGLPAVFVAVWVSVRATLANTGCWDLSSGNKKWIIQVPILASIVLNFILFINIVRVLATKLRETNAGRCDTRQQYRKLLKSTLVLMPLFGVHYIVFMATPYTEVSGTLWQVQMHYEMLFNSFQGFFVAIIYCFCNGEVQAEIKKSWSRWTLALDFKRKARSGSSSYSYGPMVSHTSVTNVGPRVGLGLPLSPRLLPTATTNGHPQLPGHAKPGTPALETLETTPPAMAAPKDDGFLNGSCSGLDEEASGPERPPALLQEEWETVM
#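 HEK-293-derived GP2 cells expressing PTHR1 and a GloSensor cAMP reporter, 3,000/well, plated overnight, given luciferin plus IBMX (each 0.5 mM as added) for 1 h at 37 °C, then compound for 1 h at 37 °C. Luminescence was read after 15 min at room temperature.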
# DRD3 antagonist: D3 dopamine receptor (human) antagonism; P35462; D3R cells, DiscoveRx beta-arrestin luminescence, antagonist mode; active compounds read low; max response, negative = inhibition, %; 360,000 compounds, 2.5% hits; AID 652054; in the data active = max response below about -50%; inconclusive = no clear call, values can overlap the other calls; note: % is set by controls: 0 for no effect and ±100 for the full control effect; mostly tested at two doses, the higher about 12 µM
#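 Cells expressing the human receptor were seeded at 1500 cells/well, incubated overnight at 37 degrees C in 5% CO2, then exposed to library compounds with dopamine controls for 90 minutes at 37 degrees C before luminescent detection.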
# * marks the source's active call; other numbers are inactive results; i = inactive; ? = inconclusive; · = no result given; & = joins results of further samples; ! = a repeat was not active; [ ] = another dose, or the depositor's remark. Unless noted, calls come from the whole dose curve; as a rule, active = well fitted curve in the direction sought with a large enough effect; inconclusive = small, poorly fitted or top-dose-only effect, or another doubt; inactive = no such curve, though single readings can be large; an effect the other way counts as inactive or inconclusive. Only part of the results is shown (hit frequency here may not be typical).
# Values run as follows: FUS suppressor, TDP-43 yeast inh, pAkt inh, GLP1R inv ag, Abeta rescue, aSyn yeast inh, GLP1R ag, PTHR1 agonist, DRD3 antagonist
> COc1ccc(CC(N)c2csc(Nc3nccc(C(F)(F)F)n3)n2)cc1 (configuration not stated)
    7%, 20%, i, -4%, 7%, 2%, -4%, 14%, 2
> O=C(CSc1nnc(Cc2ccccc2)n1-c1ccc(Cl)cc1)N1CCOCC1
    33%, -27%, i, 0%, -7%, 0%, 4%, ?, -15
> CCC1CCCCN1C(=O)CSC1=NN2CCCC(=O)N=C2S1 (configuration not stated)
    10%, -14%, i, 10%, -8%, -5%, 4%, -26%, 6
> Cn1c(O)c(N=NC(=O)c2cccc(S(=O)(=O)N3CCCCC3)c2)c2ccccc21
    33%, -1%, i, -11%, -4%, 3%, 29%, -20%, 3
> COc1cc(OC)cc(C(=O)N2CCN(Cc3ccccc3[N+](=O)[O-])CC2)c1
    -5%, -10%, i, ?, -9%, 2%, 11%, -23%, 7
> Cc1ccc(C(CC(=O)NCC2(c3ccccc3)CCCC2)c2ccccc2)c(O)c1 (configuration not stated)
    12%, 8%, ·, ?, -5%, ·, ·, -1%, ·
> CCN1/C(=C/C(C)=C/c2sc3ccccc3[n+]2CC)Sc2ccccc21
    30%&8%, -96%&-94%[inhibitor], i, ?, -90%&-94%[inhibitor], -75%&-68%[inhibitor], -1%&-14%, -35%&-52%[inhibitor], -59*!
> CN1CCN(C(=O)C2CCC(=O)N(Cc3cccc(C(F)(F)F)c3)C2)CC1 (configuration not stated)
    ·, -32%[inhibitor], i, 1%, -17%, -4%, 4%, 19%, -10
> CCC(OCC(O)CN1CCCCC1)c1ccccc1 (configuration not stated)
    -5%, -22%, ·, ?, -13%, -17%, -1%, 17%, -19
> COC(=O)c1cc(C(=O)Nc2nnc(CC(C)(C)C)s2)cc([N+](=O)[O-])c1
    1%, 12%, i, 16%, 2%, 3%, -6%, -36%[inhibitor], 14
> COc1ccccc1C(=O)Nc1ccc(C(=O)OCc2cc(=O)n3nc(C)sc3n2)cc1
    6%, -4%, ·, 9%, -15%, ·, ·, -95%[inhibitor], ·
> C/C(=C\C(=O)c1ccccc1)Nc1ccc(O)cc1
    ·, -1%, i, 46%, -6%, -1%, 25%, -16%, ?
> CN1CCN(S(=O)(=O)c2ccc(NC(=S)NC(=O)c3ccc(Cl)cc3)cc2)CC1
    ·, 14%, i, -5%, 10%, -6%, 1%, -13%, 8
> COc1ccccc1C(=O)NNC(=O)c1ccc(NS(=O)(=O)c2cccs2)cc1
    ·, -2%, i, 10%, 4%, 0%, -13%, -20%, 8
> COc1cccc(-c2nc3c(c(SCc4ccccc4Cl)n2)Cc2c(CO)cnc(C)c2O3)c1
    -4%, 12%, ·, 6%, -6%, ·, ·, i, ·
> COc1ccccc1NC(=O)c1ccc2snnc2c1
    41%, 27%, i, 6%, 9%, 4%, 9%, -25%, -2
> COc1cc(CNC2CCCC2)cc(OC)c1OC
    -2%, -7%, i, 0%, 15%, -9%, -1%, 14%[57.5 µM], 13
> Cc1ccc(NS(=O)(=O)c2cccc3nsnc23)cc1
    1%, 28%, i, -11%, -24%, 5%, 24%, -3%, 8
> C#CCOn1c(-n2nc(C)cc2C)nc2ccccc2c1=O
    13%, -18%, i, 5%, -8%, -12%, 11%, i, -20
> Cc1ccc(N2CCN(/N=C/c3sccc3C)CC2)cc1
    -1%, 1%, i, 0%, 3%, -1%, -9%, i, 14
> O=C(/C=C/c1ccc([N+](=O)[O-])cc1)Nc1ncc([N+](=O)[O-])s1
    -14%, -2%, i, 13µM*, -2%, -15%, -14%, -31%, 14
> CCOC(=O)c1c(C)n(CC)c2c1cc(O)c1ccccc12
    27%, 0%, i, 10%, -6%, 14%, 2%, i, 7
> O=C(Nc1ccon1)Nc1ccccc1C(F)(F)F
    16%, 9%, i, 32%, -8%, -1%, 3%, -2%, 13
> CCC(C)CCN1C(N(C)C)=NC[C@@H]1C (some centres not stated)
    -19%, 14%, i, -6%, -8%, 4%, 4%, i, 22
> Cc1cccc(NS(=O)(=O)c2ccc3c(c2)OCCO3)c1
    -10%, 9%, i, 5%, 8%, ?, 5%, -14%, 16
> CC(=O)c1ccc(N2CCN(c3ccc4cc(S(=O)(=O)N5CCCCC5)ccc4n3)CC2)cc1
    -20%, 16%, ·, 1%, -4%, ·, ·, i, ·
> O=C(Nc1ccc(F)c(Cl)c1)Nc1nnc([C@H]2C[C@H](O)[C@@H](CO)O2)s1
    -7%, 3%, i, 5%, -15%, -5%, -6%, -24%, -10
> CCOc1ccc(S(=O)(=O)N2CCCC(C(=O)Nc3cc(C)cc(C)c3)C2)cc1 (configuration not stated)
    14%, 12%, i, -19%, -8%, -4%, 6%, 14%, -23
> CCOC(=O)c1c(S(=O)(=O)NCC(=O)Nc2cccc(F)c2)c(C)n(C)c1C
    10%, -5%, i, 12%, -1%, -1%, -1%, i, 0
> Cc1cc(C)n(-c2ccc(C(=O)NC(C)C)cc2)n1
    -2%, -21%, i, 5%, 4%, -9%, 1%, ?, ?
> CCCNC(=O)C1(C)CCCN(C(=O)c2ccccc2OC(F)(F)F)C1 (configuration not stated)
    -17%, 20%, i, 8%, 1%, 2%, -1%, -9%, -24
> COc1ccc(-c2nc(NC(=O)C3CCN(c4nc5ccccc5o4)CC3)sc2C)cc1
    17%, 3%, i, ?, 11%, 2%, -4%, i, 58
> CC1(C(=O)NS(=O)(=O)c2cccs2)CCN1C(=O)CC1CC1 (configuration not stated)
    -20%, ?, i, -3%, 7%, 4%, -3%, -3%, 23
> CC(=O)NCCC(=O)Nc1ccc(C(N)=O)cc1
    -7%, -4%, i, 9%, -6%, -2%, 4%, i, 1
> Cc1ccc(NC(=O)C(=O)NC2CCCCC2)cc1
    -31%, 18%, i, 17%, 6%, 0%, -7%, -4%, 24
> O=C(NCCC(=O)N1CCCCC1)c1ccc(Br)cc1
    -26%, -23%, i, 5%, -31%[inhibitor], 7%, 3%, -8%, 0
> COc1ccc(N2C(=O)/C(=C/c3ccc([N+](=O)[O-])cc3)N=C2C)cc1
    4%, 11%, i, 3%, -15%, 0%, 11%, -37%[inhibitor], -1
> CCn1c(-c2ccccc2)csc1=Nc1ccc(S(=O)(=O)O)cc1
    ·, -7%, i, 0%, -14%, -5%, 2%, -5%, -11
> COc1ccccc1C(=O)Nc1ccccn1
    2%, -13%, i, -24%, -10%, -5%, 3%, -3%[57.5 µM], -18
> COc1ccc(Cc2nnc(NC(=O)c3ccccc3F)s2)cc1OC
    -9%, -5%, i, 12%, -5%, -5%, 2%, -9%, -5

# Two of these compounds in another layout.
structure,FUS suppressor,TDP-43 yeast inh,pAkt inh,GLP1R inv ag,Abeta rescue,aSyn yeast inh,GLP1R ag,PTHR1 agonist,DRD3 antagonist
CC1(C(=O)NS(=O)(=O)c2cccs2)CCN1C(=O)CC1CC1 (configuration not stated),-20%,?,i,-3%,7%,4%,-3%,-3%,23
COc1ccc(N2C(=O)/C(=C/c3ccc([N+](=O)[O-])cc3)N=C2C)cc1,4%,11%,i,3%,-15%,0%,11%,-37%[inhibitor],-1

# Remaining list, next part
# Values run as follows: FUS suppressor, TDP-43 yeast inh, pAkt inh, GLP1R inv ag, Abeta rescue, aSyn yeast inh, GLP1R ag, PTHR1 agonist, DRD3 antagonist
> Cc1nn(CCC(=O)O)c2nc(-c3cccnc3)cc(C(F)(F)F)c12
    -9%, -2%, i, 12%, 2%, 0%, ?, 26%[57.5 µM], ?
> CN(C)CC(C)(C)CNS(=O)(=O)CC12CCC(CC1=O)C2(C)C (configuration not stated)
    0%, 5%, i, 0%, 3%, 2%, 1%, 0%[57.5 µM], 14
> CN1CCCC(OC(=O)c2cc(Cl)ccc2Cl)C1 (configuration not stated)
    -14%, 7%, i, -17%, 3%, -5%, -7%, -1%[57.5 µM], -17
> CS(=O)(=O)N1CCc2cc(C(=O)NC3CC3)ccc21
    -25%, -6%, i, -9%, -10%, -2%, 2%, i, -12
> Cc1n[nH]c2c([N+](=O)[O-])c(=O)[nH]c(=O)n12
    ·, ?, i, 0%, 0%, -1%, -2%, i, 11
> CN(NC(=O)NN(C)C(=O)c1ccccc1)C(=O)c1ccccc1
    ·, -15%, i, 23%, 0%, 2%, 3%, -8%, 3
> COc1cc2sc(-c3ccc(S(C)(=O)=O)cc3)c(-c3ccc4c(c3)OCO4)c2cc1OC
    ?, 0%, i, 1%, 12%, -2%, 12%, 4%, 0
> Cc1ccc2c(CSc3nnc(N)s3)cc(=O)oc2c1
    7%, 25%, i, 17%, 16%, 1%, -5%, i, -6
> Oc1c(C=NCc2ccncc2)sc2ccccc12
    18%, -22%, -103%*, 60%[activator], -15%, 0%, -2%, i, -100*
> COc1cc(OC)c(OC)cc1C#N
    -14%, 14%, i, 29%, 3%, -2%, 5%, -17%, -22
> CCOC(=O)N1CCN(C(=O)c2cn(C)c3ccc(S(=O)(=O)N4CCOCC4)cc3c2=O)CC1
    -17%, 3%, ·, 8%, -4%, 6%, -2%, i, -3
> CC1(C)C/C(=C(/C#N)C(N)=O)CCO1
    -45%, 3%, i, -4%, 6%, 5%, 0%, i, -3
> Cc1ccc(NC(=S)NC(C)(C)C)c([N+](=O)[O-])c1
    2%, 3%, i, -33%, -4%, -4%, 13%, -36%[inhibitor], -8
> O=c1cc(CSc2ccccc2)[nH]c2ccccc12
    -11%, 13%, i, -34%, 2%, -4%, -1%, -29%, -7
> O=C(Cc1cccs1)N1CCN(c2cccc(Cl)c2)CC1
    29%, -22%, i, -40%, -2%, 9%, 6%, -10%, 39
> O=C(CNC(=O)c1cccs1)NCC(=O)OCc1ccccc1Cl
    3%, -8%, i, 0%, 6%, 1%, -1%, -26%[57.5 µM], -6

# Bioassay records from PubChem BioAssay.
